JMJD2C inh: human JMJD2C demethylase inhibition; AID 2099; 0.069% of 330,000 active; inhibition, % at 2.35 µM; GST-JMJD2C(1-420) H3K9me3 demethylation, DELFIA europium; Q9H3R0;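 active = more than half of a compound's replicate wells show inhibition beyond 50%, single wells judged on their own value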;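 note: signal counts dimethyl H3K9 product captured on neutravidin plate; 0% = median of DMSO wells and 100% = 0.3 times that DMSO median; strong numbers were not always called active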
Target sequence (Q9H3R0 1-420 limits assumed): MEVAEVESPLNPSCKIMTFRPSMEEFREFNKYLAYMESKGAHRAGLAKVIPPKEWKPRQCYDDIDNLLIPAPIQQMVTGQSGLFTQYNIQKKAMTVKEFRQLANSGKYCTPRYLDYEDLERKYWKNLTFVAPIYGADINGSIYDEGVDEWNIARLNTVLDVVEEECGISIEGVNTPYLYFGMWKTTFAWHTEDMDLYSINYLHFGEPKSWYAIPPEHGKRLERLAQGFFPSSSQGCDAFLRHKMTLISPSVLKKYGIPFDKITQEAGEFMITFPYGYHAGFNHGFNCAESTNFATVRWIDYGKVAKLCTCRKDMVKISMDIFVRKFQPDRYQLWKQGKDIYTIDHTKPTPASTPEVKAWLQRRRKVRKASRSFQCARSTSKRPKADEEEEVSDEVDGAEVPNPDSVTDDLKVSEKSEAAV
HCV core dimer: HCV core protein dimerization inhibition. TR-FRET GST/Flag-core106 dimerization, 1536-well. inhibition, % at 5 µM. 0.33% of 300,000 active. AID 1899;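 active = inhibition above the mean of all tested compounds plus 3 SD, set per screening campaign, cut at about 45% in these data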
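assay system = GST-tagged and Flag-tagged HCV core protein residues 1-106 | controls = unlabelled core106 and no-GST-core106 wells | incubation = compound-protein-antibody incubation 4 h at 22.5 °C | probe or stimulus = Eu donor and XL665 acceptor anti-tag antibodies | read-out = % inhibition based on acceptor/donor emission ratio | signal = TR-FRET 671 and 617 nm emission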
Efflux pump inh: blocks antifungal efflux pumps in multiplex yeast assay | 0.44% of 330,000 active | inhibition, % at 10 µM | S. cerevisiae Candida pump triplex, Nile Red efflux | AID 485275;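 active = plate passing quality check with inhibition over a set limit, or well fluorescence over plate mean plus 4 SD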;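 note: Nile Red retained in pooled yeast measured as flow cytometry median fluorescence; 0% = buffer negative control and 100% = Enniatin B positive control; higher means more Nile Red kept so more efflux inhibition; some compounds called inactive have numbers as strong as hits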
proCasp3 act: procaspase-3 (human) activation; P42574; recombinant procaspase-3 D3A, Ac-DEVD-pNA absorbance 405 nm; activation, % at 8.5 µM; 0.11% of 330,000 active;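 active = activation above the mean of all tested compounds plus 3 SD, cut at about 21% in these data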;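 note: 0% = DMSO alone and 100% = DMSO wells spiked with extra 5 µM PC-3 D3A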
Target sequence (P42574 whole entry D9A/D28A/D175A): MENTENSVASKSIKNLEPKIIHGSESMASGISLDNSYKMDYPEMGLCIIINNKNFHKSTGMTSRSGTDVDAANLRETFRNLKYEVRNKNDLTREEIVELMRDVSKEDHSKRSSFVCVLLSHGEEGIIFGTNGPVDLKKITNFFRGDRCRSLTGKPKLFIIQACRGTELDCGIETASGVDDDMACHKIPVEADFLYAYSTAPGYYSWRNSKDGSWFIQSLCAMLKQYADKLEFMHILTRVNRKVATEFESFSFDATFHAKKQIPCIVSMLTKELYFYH
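Assay system – Procaspase-3 D3A mutant · Benchmarks – DMSO low control, extra-enzyme high control · Technique – 405 nm absorbance of p-nitroaniline, reads at 0 and 120 min · Doses – 8.5 µM nominal · Measure – % activation between DMSO and enzyme-spiked controls · Also added – Ac-DEVD-pNA chromogenic peptide substrate · Schedule – 1 h compound preincubation, 2 h substrate hydrolysis at 25 °C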
CTSL1 counter: counter-screen for PFM18AAP inhibitors: inhibitors of F. hepatica cathepsin L1. AID 1906. inhibition, % at 5.96 µM. 0.49% of 300,000 active. recombinant F. hepatica cathepsin L1, Z-Leu-Arg-MCA fluorescence;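 active = inhibition above the mean of all tested compounds plus 3 SD, set per screening campaign, cut at about 17% in these data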;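 note: 0% = plate median of test compound wells and 100% = 1 µM Z-Phe-Ala-diazomethylketone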
TPT1 inhibitor: inhibitors of Candida albicans tRNA 2'-phosphotransferase TPT1 | AID 1962 | 0.81% of 300,000 active | inhibition, % at 5 µM | recombinant caTPT1, FP RNA substrate dephosphorylation;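 active = inhibition above the mean of all tested compounds plus 3 SD, set per screening campaign, cut at about 24% in these data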;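 note: plate controls were DMSO alone for no effect and ferristatin control at 100 nM for full effect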
PP5 primary: PP5 (human) phosphatase inhibition; purified PP5c, OMFP substrate fluorescence; inhibition, % at 6.7 µM; 0.18% of 320,000 active; AID 1987;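 active = inhibition above the campaign's mean inhibition across all tested compounds plus 3 SD, cut at about 9.5% in these data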;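 note: 0% = DMSO only and 100% = 100 µM cantharidin control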
PP1 counter: PP1-alpha (human) inhibition in PP5 counter-screen; P62136; purified PP1alpha, OMFP fluorescence; inhibition, % at 6.7 µM; 0.9% of 320,000 active;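 active = inhibition above the mean inhibition of all tested compounds plus 3 SD, computed separately for each screening campaign, cut at about 15% in these data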
procasp7 counter: activates human procaspase-7, counter-screen for procaspase-3 activators | P55210 | recombinant procaspase-7, Ac-DEVD-pNA absorbance 405 nm; D23A/D198A/D206A triple mutant, cannot self-cleave; scale: DMSO 0, 5 µM enzyme 100 | activation, % at 8.5 µM | 0.093% of 330,000 active | AID 463210;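 active = percent activation above the screen-wide mean plus 3 SD, cut at about 25% in these data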
Target sequence (P55210 whole entry D23A/D198A/D206A): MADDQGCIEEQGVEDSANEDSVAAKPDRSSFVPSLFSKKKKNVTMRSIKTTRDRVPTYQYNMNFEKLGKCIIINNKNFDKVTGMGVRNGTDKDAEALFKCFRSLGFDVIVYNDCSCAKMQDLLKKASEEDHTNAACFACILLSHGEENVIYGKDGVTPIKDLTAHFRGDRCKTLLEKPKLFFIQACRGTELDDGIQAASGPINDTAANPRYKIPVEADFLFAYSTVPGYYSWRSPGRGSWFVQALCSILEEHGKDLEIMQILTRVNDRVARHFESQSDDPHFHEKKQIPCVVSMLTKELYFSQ
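System: Procaspase-7 triple mutant (PC-7 D3A); measure: % activation from two-timepoint absorbance difference, scaled to controls; times: 1 h compound preincubation, 2 h substrate cleavage, 25 °C; also added: Ac-DEVD-pNA substrate, 400 µM as added; measured by: Epi-absorbance of released pNA at 405 nm, two timepoints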
An asterisk follows results filed as active; x = no result given.

Structure | JMJD2C inh | HCV core dimer | Efflux pump inh | proCasp3 act | CTSL1 counter | TPT1 inhibitor | PP5 primary | PP1 counter | procasp7 counter
O=C(c1cc(C2CC2)nn1-c1ccccc1)N1CCN(Cc2c(F)cccc2Cl)CC1 | 3 | x | 0.3 | 2 | x | x | 3.0 | 3 | -2
Cc1nn(C)c(C)c1NC(=O)CSc1nnc(C)n1-c1ccccc1 | -9 | 7 | -0.1 | -1 | 6 | 1 | -2.0 | 1 | -4
Cc1cc(C(C)(C)C)oc1C(=O)N(CC(=O)NC1CCCC1)c1c(C)cccc1C | 3 | 4 | 0.0 | -3 | 5 | -1 | -1.6 | -1 | -2
O=C(NCCN1Cc2ccccc2C1=O)c1cccs1 | 22 | -6 | -0.1 | 6 | -2 | -1 | 1.6 | -1 | -4
NC(=NCCc1ccccc1)NS(=O)(=O)c1ccc2ccccc2c1 | -15 | -11 | 0.6 | -2 | -4 | 3 | 2.5 | -2 | 6
COc1ccc(CC(=O)Nc2cc(C)ccn2)cc1 | -14 | -3 | 0.0 | 3 | 3 | -1 | 1.0 | -2 | 10
Cc1ccc(N=Cc2ccc(N(C)C)cc2)cc1C | -23 | -4 | -0.1 | 6 | 5 | -4 | -2.3 | 4 | 4
O=c1[nH]n(-c2ccccc2)c(=O)c(Cl)c1Cl | 15 | 4 | 0.4 | 2 | -6 | 0 | 3.8 | -7 | -1
CCN(CC)c1ccc(NC(=S)NC(=O)Cc2ccccc2)cc1 | -3 | -8 | 0.0 | -22 | 0 | -3 | -1.5 | -4 | -17
NC(=O)C1(S(=O)(=O)c2ccccc2)CCCCC1 | 2 | -5 | 0.0 | 9 | 1 | -4 | 0.1 | -3 | 6
O=C(c1ccc2c3c(cccc13)CC2)C1CCCN(C(=O)c2ccc(=O)[nH]c2)C1 (stereo unspecified) | 2 | 7 | -0.2 | 0 | 6 | 6 | -0.5 | 5 | -3
COc1ccc(NS(=O)(=O)c2ccc(NC(=S)NC(=O)C(C)C)cc2)cc1 | -2 | 6 | 0.2 | -3 | -4 | -1 | 3.2 | 3 | 6
Cc1ccccc1CNS(=O)(=O)c1ccccc1[N+](=O)[O-] | 2 | -2 | -0.1 | 4 | -1 | -3 | -0.1 | -2 | -6
CC1(C)Cc2c(sc3nc4n(-c5ccccc5)c(=O)c(CCC(=O)O)nn4c(=O)c23)CO1 | 1 | -4 | 0.0 | -17 | 2 | -1 | 6.6 | -1 | -15
COc1ccccc1NC(=O)c1ccc([N+](=O)[O-])cc1[N+](=O)[O-] | 6 | -5 | 0.0 | -3 | 0 | 2 | 2.7 | 3 | 9
CCCCOc1ccc(/C=C/C(=O)Nc2ccc([N+](=O)[O-])cc2C)cc1 | -14 | 2 | -0.1 | 3 | -1 | -4 | 1.7 | 0 | 1
CC(C)(C)OC(=O)C[C@H]1C/C=C\C[C@@H](CC(=O)NCCO)C(=O)NC[C@H](c2ccccc2)OC1=O | 4 | x | -0.1 | -1 | x | x | x | x | 12
Cc1cccc(N2CCN(C(=O)CCc3nc4ccccc4c(=O)[nH]3)CC2)c1C | 5 | x | 0.0 | 4 | x | x | x | x | -2
COCCCn1c(SCC(=O)Nc2ccccc2)nnc1-c1ccncc1 | 6 | -2 | 0.0 | 5 | 2 | 1 | -1.1 | -1 | 2
COc1ccc(N2C(=O)CC(NC3CC3)C2=O)cc1 (stereo unspecified) | 29 | 4 | 0.0 | -13 | -1 | -1 | -0.5 | -3 | -19
Cc1cccc(OCC(=O)Nc2ccc3c(c2)nc2n3CCOC2)c1 | -1 | -5 | -0.1 | -5 | 0 | -5 | 1.8 | 0 | 6
CCN(CC)C(=O)c1cc(-c2ccc(Br)cc2)on1 | 2 | -5 | 0.0 | 1 | 0 | 0 | 2.0 | -2 | 12
CCN(CC(=O)NCCC1=CCCCC1)S(=O)(=O)c1ccccc1 | 7 | -2 | -0.1 | 5 | 1 | 0 | 0.5 | -1 | -5
Cc1cc(=O)[nH]c(N2CCOCC2)n1 | 0 | -4 | -0.1 | 5 | -2 | 1 | 3.5 | -2 | 1
CCN(CC(=O)Nc1ccc(OC)cc1)C(=O)c1cc(S(=O)(=O)N2CCOCC2)ccc1N1CCCC1 | -4 | -1 | 0.1 | 3 | 0 | 1 | -1.2 | -3 | 11
O=C(COC(=O)Cc1c(F)cccc1Cl)NCCC1=CCCCC1 | -9 | -4 | -0.2 | -3 | 0 | -1 | 4.3 | 1 | -12
Cn1c(N)c(C(=O)COC(=O)c2ccc3ccccc3c2)c(=O)n(C)c1=O | -6 | x | 0.2 | 10 | x | x | x | x | 4
Cc1cn(C2CC3OCC3O2)c(=O)[nH]c1=O (stereo unspecified) | 12 | -2 | -0.1 | 6 | -2 | 4 | -1.4 | -2 | 11
CCOc1cc(C(=O)N(C)CC(=O)Nc2cccc3ccccc23)ccc1OC | 5 | x | 0.0 | 1 | x | x | 5.7 | -7 | 3
CCOc1ccc(N(C)C(=O)CCc2nnc3ccc(N4CCCC4)nn23)cc1 | 17 | -2 | -0.1 | 4 | 3 | -4 | -1.1 | -3 | 10
COc1ccc(C(=O)Nc2ccc([N+](=O)[O-])cn2)c(OC)c1 | -12 | -4 | -1.7 | 3 | 0 | -2 | -0.6 | -4 | 9
CCN(CC(=O)NC(C)C)Cc1nc2c(Br)cc(Br)cc2c(=O)[nH]1 | 9 | -2 | 0.3 | -8 | -1 | 9 | 0.9 | 1 | -5
COc1ccc(C(=O)Nc2ccccc2C(=O)NCc2ccco2)cc1OC | -1 | -4 | 0.0 | -5 | 2 | 1 | -2.9 | -1 | 3
O=C1CSC(c2ccc(Cl)cc2)N1C1CCCCC1 (stereo unspecified) | -9 | -3 | -0.1 | -9 | 0 | 6 | 0.5 | 2 | -6
CCC1(C)N([O-])C(C)=C(c2ccccc2)[N+]1=O (stereo unspecified) | -7 | -2 | -0.1 | -2 | 2 | 5 | 2.9 | -2 | -5
O=C(Oc1ccccc1C(=O)N1CCOCC1)c1ccc(Br)cc1 | -3 | 2 | -0.1 | 2 | -2 | -2 | 0.0 | 1 | -7
COc1ccc(N2C(=O)[C@@H]3[C@H](C2=O)[C@H]2c4ccccc4C=CN2[C@@H]3C(=O)Nc2ccccc2)cc1 | x | 6 | -0.1 | -11 | 0 | 102* | 0.5 | 3 | -14
N=c1sccn1CC(=O)Nc1cccc(Oc2ccccc2)c1 | 4 | -6 | 0.0 | 3 | 6 | 0 | 0.8 | 3 | 2
CCOc1ccc(CNc2ccc(N3CCOCC3)c(C(=O)O)c2)cc1 | 0 | -4 | 0.0 | -10 | 0 | -10 | 2.4 | -7 | 10
O=C(CC1CCCC1)N1CCN(S(=O)(=O)c2ccc(F)cc2)CC1 | -2 | x | 0.8 | -2 | x | x | -0.1 | 1 | -14
O=C(COC(=O)CSc1ccc(F)cc1)NC1CCCCCC1 | 14 | x | 0.2 | 2 | x | x | 0.7 | -5 | 8
CC(C)c1cc(C(=O)OCC(=O)NC(=O)NCc2ccco2)c(O)c(C(C)C)c1 | 3 | -1 | 0.1 | 7 | 4 | 3 | 1.1 | 1 | -2
C=CCN1CC2CC3(COc4cc(C)cc(C)c4)C=CC2(O3)C1=O (stereo unspecified) | 5 | 2 | -0.1 | 8 | 0 | -5 | 1.9 | -4 | 21
C/C(CCc1ccc2c(c1)OCO2)=N\N=C(/N)SC1CC(=O)N(c2ccccc2F)C1=O (stereo unspecified) | 0 | 7 | 0.0 | 7 | 3 | 0 | -1.6 | 0 | 14
CCCn1c(SCC(=O)Nc2ccccc2-c2ccccc2)nnc1-c1ccoc1C | 20 | -4 | 0.1 | 1 | 4 | 0 | 1.1 | 0 | -2
COC(=O)C1=C(C)N(C)C(=S)N(C)C1c1ccc(OC)cc1 (stereo unspecified) | -16 | 2 | 0.2 | 1 | 17* | -2 | -1.3 | -1 | 3
CN1/C(=C/C2CC(=O)N(c3cccc4ccccc34)C2=O)C(C)(C)c2ccccc21 (stereo unspecified) | -3 | 11 | 0.8 | -6 | 2 | 38* | 5.8 | 5 | -9
O=C(Nc1nnc(SCc2cccc3ccccc23)s1)C1COc2ccccc2O1 (stereo unspecified) | 9 | 19 | -0.2 | 4 | 4 | -1 | -0.4 | 7 | -1
Cc1nc(S(=O)(=O)Cc2ccc(Cl)cc2)nc2c1CCC2 | -25 | 3 | 1.9* | 6 | 0 | 2 | 2.2 | -5 | 2
CC(C)Sc1snnc1-c1ccccc1 | 7 | 1 | -0.2 | 8 | -1 | -8 | 0.1 | -3 | 3

Complete entries from above. Values in the order: JMJD2C inh	HCV core dimer	Efflux pump inh	proCasp3 act	CTSL1 counter	TPT1 inhibitor	PP5 primary	PP1 counter	procasp7 counter
O=C(COC(=O)CSc1ccc(F)cc1)NC1CCCCCC1 is listed as 14	x	0.2	2	x	x	0.7	-5	8
COc1ccc(N2C(=O)[C@@H]3[C@H](C2=O)[C@H]2c4ccccc4C=CN2[C@@H]3C(=O)Nc2ccccc2)cc1 is listed as x	6	-0.1	-11	0	102*	0.5	3	-14

(continued)
Structure | JMJD2C inh | HCV core dimer | Efflux pump inh | proCasp3 act | CTSL1 counter | TPT1 inhibitor | PP5 primary | PP1 counter | procasp7 counter
CC1CN(C(=O)C(Sc2ccccc2)c2ccccc2)CC(C)O1 (stereo unspecified) | -10 | 3 | 0.2 | 11 | 1 | -1 | 0.3 | -1 | 8
O=C(COc1ccc(Cl)cc1)NCCS(=O)(=O)N1CCN(c2ccc(F)cc2)CC1 | -8 | 2 | 0.1 | 1 | 2 | -1 | -1.8 | -3 | 4
O=S(=O)(NCCc1csc(-c2cccnc2)n1)c1cccs1 | 2 | -1 | 0.0 | -5 | 0 | -1 | 0.8 | 2 | 0
COc1ccc(S(=O)(=O)Nc2ccccc2C(=O)NCc2cccnc2)cc1OC | -25 | -7 | -0.2 | 8 | 3 | -4 | -1.0 | -1 | 4
CCc1cccc(OCC(O)Cn2c(N3CCCCC3)nc3c2c(=O)[nH]c(=O)n3C)c1 (stereo unspecified) | -1 | 11 | -0.2 | 3 | 1 | -2 | 0.6 | -1 | -9
COc1ccc(CCn2c(=O)[nH]c3cc(C(=O)N4CCN(c5ccccn5)CC4)ccc3c2=O)cc1OC | 3 | 4 | 0.1 | 4 | 1 | -2 | 0.1 | -1 | 13
COc1ccc(C2(c3ccc(O)cc3O)CC(c3ccccc3Cl)NC(=S)N2)cc1 (stereo unspecified) | 1 | 27 | 0.3 | -2 | 2 | -2 | 2.8 | 4 | -5
